M1 PAM parental – counter-screen for M1 PAMs: effect in parental CHO-K1 cells | activation, % at 3 µM | ATP EC20, Fluo-8 calcium fluorescence; 0% at ATP EC20, 100% at ATP max | actives 0.02% (n = 360,000);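 active = activation above the run cutoff, the mean activation of all test compounds plus 3 SD, cut at about 40% in these data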;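 also: peak over basal fluorescence ratio in a 140 s read after ATP addition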
TAAR1 ag – human TAAR1 agonism; CHO RD-HGA16 TAAR1, Fluo-8 calcium fluorescence; vehicle wells 0%, saturating PEA agonist 100%; actives 0.99% (n = 360,000); Q96RJ0; AID 624467; activation, % at 3 µM;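 active = activation above the mean activation of all test compounds in the run plus 3 SD, cut at about 38% in these data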
Target sequence (Q96RJ0 whole entry, looked up): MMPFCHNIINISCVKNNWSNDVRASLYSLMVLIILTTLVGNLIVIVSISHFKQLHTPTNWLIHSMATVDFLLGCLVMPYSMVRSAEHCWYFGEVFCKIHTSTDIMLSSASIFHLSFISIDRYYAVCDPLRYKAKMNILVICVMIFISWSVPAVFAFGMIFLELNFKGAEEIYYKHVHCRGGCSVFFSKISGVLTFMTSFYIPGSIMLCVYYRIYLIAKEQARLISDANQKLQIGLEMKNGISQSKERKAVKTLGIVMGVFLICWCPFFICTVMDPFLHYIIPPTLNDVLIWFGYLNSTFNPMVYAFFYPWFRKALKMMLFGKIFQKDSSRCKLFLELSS
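Test system: RD-HGA16 (CHO) cells co-expressing Gα16 and hTAAR1 / Benchmarks: DMSO vehicle as 0%, PEA at EC100 as 100% / Repeats: no replicates (n 1) / Measure: % activation from peak over basal fluorescence ratio, DMSO-to-PEA scaled / Timing: 17-24 h plating, Fluo-8 75 min 37 °C, 30 min RT / Technique: kinetic Fluo-8 calcium fluorescence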
CHRM1 PAM – positive allosteric modulators of human M1 muscarinic receptor | P11229 | CHO-K1 hM1, Fluo-8 calcium fluorescence, ACh EC20; 0% = ACh EC20, 100% = maximal ACh | activation, % at 3 µM | actives 0.088% (n = 360,000) | AID 588819; in the data active = activation above about 19%, passing the limit was not always enough
Target sequence (P11229 whole entry, looked up): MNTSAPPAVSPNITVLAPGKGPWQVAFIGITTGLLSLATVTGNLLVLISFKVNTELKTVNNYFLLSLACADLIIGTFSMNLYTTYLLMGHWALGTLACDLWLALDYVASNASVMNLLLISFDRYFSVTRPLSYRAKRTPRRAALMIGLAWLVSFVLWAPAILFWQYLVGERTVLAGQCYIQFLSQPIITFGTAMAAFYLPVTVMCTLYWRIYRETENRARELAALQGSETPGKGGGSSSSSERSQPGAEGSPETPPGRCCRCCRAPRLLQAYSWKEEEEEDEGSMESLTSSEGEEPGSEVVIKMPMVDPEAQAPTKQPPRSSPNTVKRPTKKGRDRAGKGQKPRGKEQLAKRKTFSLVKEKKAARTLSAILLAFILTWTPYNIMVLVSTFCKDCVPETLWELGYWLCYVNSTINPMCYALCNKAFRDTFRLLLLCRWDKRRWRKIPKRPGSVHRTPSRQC
M1 antag – antagonists of human M1 muscarinic receptor; P11229; CHO-K1 hM1, Fluo-8 calcium fluorescence, ACh EC80 antagonist; inhibition, % at 3 µM; actives 1.3% (n = 360,000);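 active = percent inhibition above its own plate's cutoff, namely the mean of that plate's compound wells plus 3 SD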;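 also: peak over basal fluorescence ratio during 140 s after agonist addition; 0% = ACh EC80 plus DMSO and 100% = DMSO alone without agonist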
CHO-K1 Ca antag – counter-screen for M1 antagonists: effect in parental CHO-K1 cells; inhibition, % at 3 µM; ATP-induced calcium, Fluo-8 fluorescence; actives 0.6% (n = 360,000);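 active = inhibition above a per-plate cutoff, the plate's mean sample inhibition plus 3 SD, cut at about 24% in these data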;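 also: 0% = DMSO plus EC80 ATP and 100% = DMSO alone without ATP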
CHO parental Ca – signal in parental CHO cells, OX1R antagonist counter-screen; parental CHO-K1, ATP-induced calcium, Fluo-8 fluorescence; inhibition, % at 5.6 µM; actives 0.63% (n = 330,000);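 active = inhibition above that plate's mean sample inhibition plus 3 SD, cut at about 26% in these data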;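 also: 0% = ATP-challenged DMSO wells and 100% = DMSO wells without ATP; some compounds past the cut are filed as inactive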
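Measured by: calcium-sensitive Fluo-8 fluorescence / Test system: CHO parental line / Controls: ATP-challenged DMSO wells low, unchallenged DMSO wells high / Measure: % inhibition / Compound: single nominal dose of 5.6 µM per compound / Replicates: single well per compound, no replicates / Reagent: ATP as calcium-mobilizing challenge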
TAAR1 antagonist – antagonists of human TAAR1. inhibition, % at 3 µM. Q96RJ0. CHO RD-HGA16 TAAR1, Fluo-8 calcium fluorescence, antagonist. actives 1.5% (n = 360,000);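 active = inhibition above a per-plate cutoff, the mean inhibition of test compounds on that plate plus 3 SD, cut at about 49% in these data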;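 also: 0% = DMSO plus EC80 beta-PEA response and 100% = DMSO alone without agonist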
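Assay system: CHO-derived RD-HGA16 cells stably expressing human TAAR1 plus Gα16. Timing: 140 s kinetic read after compound, 140 s after agonist. Technique: kinetic Fluo-8 calcium fluorescence measurement. Measure: % inhibition of agonist calcium response.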
CHO-K1 Ca ag – M1 agonist counterscreen hit in parental CHO-K1 cells; activation, % at 3 µM; actives 0.48% (n = 360,000); Fluo-8 calcium fluorescence; scaled to maximal ATP response, vehicle zero; AID 602248; in the data active = activation above about 15%;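 also: untransfected CHO-K1 host cells lacking M1 receptor as counterscreen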
M1 ag – activates human CHRM1 receptor | activation, % at 3 µM | CHO-K1 hM1, Fluo-8 calcium fluorescence, agonist mode; 0% DMSO, 100% acetylcholine EC100 | actives 0.33% (n = 360,000);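 active = activation above the run's mean compound activation plus 3 SD, cut at about 16% in these data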;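 also: peak over basal fluorescence ratio within a 140 s kinetic read after compound addition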
Active calls of the source: *; . = no result given. Rows are unselected; 4.4% or so of the library scored in one or more.

SMILES | M1 PAM parental | TAAR1 ag | CHRM1 PAM | M1 antag | CHO-K1 Ca antag | CHO parental Ca | TAAR1 antagonist | CHO-K1 Ca ag | M1 ag
COC(=O)c1cc(S(=O)(=O)Nc2cccc(-c3ccno3)c2)c[nH]1 | 0 | 6 | -1 | 3 | 2 | . | 10 | 8.6 | 4
O=C(CC1CCCC1)NCCS(=O)(=O)N1CCN(c2ccc(F)cc2)CC1 | 4 | 0 | 8 | -10 | 9 | -10 | -26 | 2.1 | 0
CN1CCN(C(=O)C2CCN(c3ncc(C(F)(F)F)cc3Cl)CC2)CC1 | -9 | 3 | -35 | 72* | 14 | -8 | -7 | 0.6 | -13
COc1ccc(NC(=O)c2ccc(NC(=O)CN3CCN(c4ccc(O)cc4)CC3)cc2)cc1 | 21 | 6 | 3 | 1 | -21 | . | -12 | 2.5 | -4
Cc1nc2sc(C(c3ccc(F)cc3)N3CCOCC3)c(O)n2n1 (stereo not given) | 0 | 2 | 4 | -24 | -4 | 0 | -12 | -0.2 | -1
COC(=O)[C@H](CCSC)NC(=O)NCc1cccs1 | 24 | 12 | 5 | -11 | -7 | -7 | 107* | 0.8 | -3
CCC(CC)NC(=O)Nc1ccccc1C | 13 | 5 | 10 | -7 | -4 | -1 | -3 | 0.2 | -8
Cc1cc(NC(=O)c2ccco2)sc1C | 10 | 6 | 5 | -4 | -15 | -6 | 4 | 0.6 | -4
O=C1C2C3CCC(C3)C2C(=O)N1Cc1ccccc1 (stereo not given) | 7 | 6 | 2 | -6 | -2 | -5 | -6 | 0.3 | -10
O=C(NC1CCS(=O)(=O)C1)c1ccc(Br)s1 (stereo not given) | 12 | 3 | 6 | -3 | 2 | -4 | 4 | 0.7 | -1
Cc1cc(C)n2ncc(C(=O)NCc3cccnc3)c2n1 | 15 | 0 | -4 | 2 | -2 | -7 | -11 | 0.0 | -5
CCNC(=O)C1(C)CCCN(C(=O)/C=C/c2ccccc2)C1 (stereo not given) | 19 | 2 | 12 | -15 | -18 | . | -5 | -0.1 | -1
CCOc1ccc(NC(=O)C/C(C)=N/NC(=O)c2cnccn2)cc1 | 3 | 1 | 9 | -6 | -8 | . | -1 | 0.1 | -3
O=C(CSc1nnc(-c2ccc(S(=O)(=O)N3CCOCC3)cc2)o1)c1ccccc1F | 10 | 0 | 5 | -1 | -9 | -7 | 13 | 0.2 | -4
O=C(O)CN1C(=O)NC2(CCCc3ccccc32)C1=O (stereo not given) | -10 | -3 | 3 | -8 | -9 | -4 | -12 | 0.3 | -3
Cc1ccc(S(=O)(=O)n2ccc3c2CCCC3=O)cc1 | 8 | 11 | -27 | 54* | 7 | -15 | 0 | 1.2 | -8
CN(C)/C=C(\C#N)C(=O)N/N=C/c1ccc(Cl)cc1 | -9 | 13 | -6 | 3 | 9 | -3 | 32 | 2.0 | -3
Cc1ccc(S(=O)(=O)Cn2nnnc2CN2CCOCC2)cc1 | 2 | 7 | -14 | 1 | -3 | -19 | -6 | -0.1 | -3
CCN1C(=O)CSC1=NC1C2CC3CC(C2)CC1C3 (stereo not given) | 21 | 12 | -6 | 4 | -14 | -17 | 3 | 1.1 | -2
CC(=O)c1ccc(S(=O)(=O)Nc2c(C)nn(C)c2C)cc1 | 3 | 1 | 7 | -8 | 2 | . | -11 | 0.1 | 2
CCOC(=O)C1(Cc2ccc(OC)cc2)CCN(C(=O)CCn2ccc(C)n2)CC1 | 17 | 4 | 6 | -7 | -2 | -10 | -9 | 2.0 | -4
CSc1ccccc1C(=O)NC1CCCCCC1 | 19 | 0 | 4 | -3 | -10 | 1 | 8 | -0.1 | -6
Cc1ccc(C)c2c1cc(C)c1nnc(SCC(=O)N3CCCc4ccccc43)n12 | 17 | 1 | 10 | -6 | 3 | -14 | -9 | 1.6 | -6
Cc1cc(NC(=O)CCC(=O)NNC(=O)c2ccc(C(C)(C)C)cc2)no1 | 10 | 7 | 6 | 8 | 0 | -7 | -19 | -0.1 | 2
CC(=O)Nc1ccc(S(=O)(=O)NNc2cccc(C)c2)cc1 | -3 | -4 | -3 | 7 | -13 | -5 | 9 | 1.3 | -4
Cc1cnc(NC(=O)COc2ccc3c(c2)CCC3)s1 | 16 | -2 | 7 | -6 | -2 | -9 | 3 | 2.6 | -4
Cc1ccc(NC(=O)C2CCN(C(=O)NC3CCCCC3)CC2)cc1 | 5 | 6 | -4 | -2 | 3 | -18 | -8 | 0.1 | -3
Cc1ccc(SCCNC(=S)Nc2ccc(C)cc2C)cc1 | 15 | 8 | 6 | -7 | 1 | -19 | -3 | 0.3 | -12
COc1ccc(S(=O)(=O)N2CCC(C(=O)N3CCC(C(N)=O)CC3)CC2)cc1Cl | 7 | 8 | 12 | -10 | 5 | 11 | -7 | 0.1 | -8
CCC(Oc1ccccc1)C(=O)N1CCC(C(N)=O)CC1 (stereo not given) | 11 | 3 | 10 | -19 | 0 | 10 | -1 | 0.6 | -2
CC(C)C(NC(=O)CC12CC3CC(CC(C3)C1)C2)C(=O)O (stereo not given) | -7 | 2 | 13 | -18 | -9 | 6 | -2 | 0.4 | 0
C/C(CC1CC(COCC(C)C)OC1=O)=N\NC(N)=S (stereo not given) | 2 | 1 | 5 | -8 | 8 | 3 | 7 | 0.3 | -1
CC1CCN(c2nnc(-c3ccccc3)c3ccccc23)CC1 | 18 | 7 | -10 | 15 | 5 | -11 | 0 | 4.6 | -10
Cc1nc2c(Cl)cc(Cl)cc2[nH]1 | -3 | 7 | 1 | 4 | 5 | 0 | -6 | 0.2 | 0
CCC(C)NCC(O)COCc1ccc(Cl)cc1 (stereo not given) | 6 | 13 | 6 | -24 | 2 | 0 | -11 | 0.3 | -4
CCOC(=O)N1CCC(NC(=O)C2CCC(CNS(=O)(=O)c3ccc(OC)cc3)CC2)CC1 (stereo not given) | 10 | 6 | 4 | -22 | 2 | . | -6 | 0.4 | -3
COc1ccc(CC(=O)NCC2CCCN(Cc3ccc(SC)cc3)C2)cc1 (stereo not given) | 26 | 0 | 3 | -5 | -10 | -10 | 9 | 1.7 | -7
O=c1[nH]c(=S)c2[nH]c(=S)n(-c3ccccc3)c2[nH]1 | 14 | 1 | 19 | -11 | -22 | . | -4 | -0.3 | 2
COc1ccc(N2CCN(C(=O)COC(=O)CC(NC(N)=O)c3ccc(Cl)cc3)CC2)cc1 (stereo not given) | 2 | -1 | 3 | -6 | -3 | . | -2 | 0.8 | -2
COc1ccc(-c2cc3nc(C)cc(N)n3n2)cc1 | 14 | 1 | 5 | -6 | -6 | -8 | -6 | 0.1 | -3
CN(C(=O)c1cccc(NC(=O)Cc2cccc(NC(=O)C3CCCN(C(=O)C4CC4)C3)c2)c1)C1CC1 (stereo not given) | 25 | 2 | 11 | -16 | -14 | . | -15 | 0.1 | 2
CC#CC(=O)N1CCC(CO)(CCc2ccccc2)CC1 | 8 | 1 | 6 | -11 | -9 | 6 | -9 | 0.3 | -1
O=c1sc2ccccc2n1CCCOc1ccccc1 | 10 | 16 | 3 | -25 | -3 | -2 | 8 | 0.0 | -5
O=C1C(=O)c2ccccc2C(O)=C1c1cccc([N+](=O)[O-])c1 | 5 | 0 | 7 | -5 | -2 | -16 | -28 | 0.8 | 1
COc1ccc(CNC(=O)CCn2c(=O)c3cccn3c3ccc(F)cc32)cc1 | 4 | 0 | 13 | -18 | 3 | -18 | -21 | 1.1 | -3
CCC(CC)NC(=O)CCc1nc2ccccc2c(=O)[nH]1 | -3 | 12 | 3 | -2 | -8 | 0 | -4 | -0.2 | -1
Cc1ccc2nc(-c3cccc(Cl)c3)c(Cc3ccccc3)n2c1 | -3 | 1 | . | . | -3 | . | 8 | -0.1 | .
CC(C)NC(=O)c1ccc(CN2CCC(Cc3ccccc3)CC2)cc1 | 1 | 5 | -27 | 84* | -3 | -17 | -4 | 1.0 | -8

Pulled by structure from above, 4 records:
SMILES | M1 PAM parental | TAAR1 ag | CHRM1 PAM | M1 antag | CHO-K1 Ca antag | CHO parental Ca | TAAR1 antagonist | CHO-K1 Ca ag | M1 ag
Cc1cc(NC(=O)CCC(=O)NNC(=O)c2ccc(C(C)(C)C)cc2)no1 | 10 | 7 | 6 | 8 | 0 | -7 | -19 | -0.1 | 2
CC#CC(=O)N1CCC(CO)(CCc2ccccc2)CC1 | 8 | 1 | 6 | -11 | -9 | 6 | -9 | 0.3 | -1
Cc1ccc(NC(=O)C2CCN(C(=O)NC3CCCCC3)CC2)cc1 | 5 | 6 | -4 | -2 | 3 | -18 | -8 | 0.1 | -3
Cc1ccc(S(=O)(=O)n2ccc3c2CCCC3=O)cc1 | 8 | 11 | -27 | 54* | 7 | -15 | 0 | 1.2 | -8

Additional entries
SMILES | M1 PAM parental | TAAR1 ag | CHRM1 PAM | M1 antag | CHO-K1 Ca antag | CHO parental Ca | TAAR1 antagonist | CHO-K1 Ca ag | M1 ag
CCOC(=O)c1c(S(=O)(=O)NCCc2ccccc2)c(C)n(C)c1C | -9 | 39* | -1 | 3 | 0 | -25 | -18 | 0.1 | -5
C/C(N)=C(/C#N)C(=O)COC(=O)CCSc1ccccc1Cl | -7 | 6 | -1 | 5 | -3 | 15 | 10 | 2.9 | -1
COCc1ccc(-c2c(-c3ccc(OC)cc3)oc(=O)c3cc(OC)c(OC)cc23)cc1 | -2 | 3 | 2 | -9 | 4 | -5 | 46 | 0.0 | -5
O=P(Cc1cc[n+]([O-])cc1)(c1ccccc1)c1ccccc1 | 0 | 1 | 2 | 1 | 3 | -4 | -4 | -0.1 | -1
c1cncc(-c2cccnc2)c1 | 2 | 4 | 7 | -5 | 6 | 6 | -3 | -0.1 | -2
C/C(=N\Nc1ccccn1)c1ccc(Br)s1 | -14 | -1 | 15 | -23 | 2 | -19 | -12 | -0.4 | -3
COc1ccccc1CNC(=O)C1CCC(CNS(=O)(=O)c2cccc3cccnc23)CC1 (stereo not given) | -9 | 2 | 5 | -11 | -21 | -22 | -8 | 0.3 | 1
O=C(NCCOc1ccccc1Cl)C(=O)c1c[nH]c2ccccc12 | -8 | 5 | 2 | 7 | -15 | 4 | 16 | 1.5 | 0
CN(Cc1ccccc1)C(=O)COC(=O)c1ccc(Br)o1 | 17 | 1 | 9 | -17 | -6 | -10 | -3 | 0.1 | -1
Cc1ccc(C(=O)COC(=O)c2ccc(Cl)c(N)c2)s1 | 9 | 1 | -7 | 11 | -5 | -21 | -1 | 0.4 | -5
Oc1[nH]c2ccccc2c1OCc1ccncc1 | 4 | 11 | 0 | -2 | -8 | -6 | -7 | -0.3 | -2
O=C(O)c1ccc2ncc(NC(=O)c3ccc(F)cc3)c(=O)n2c1 | -17 | 3 | 0 | -27 | 1 | 6 | -18 | 0.0 | -1
COC(=O)c1ccc(CNC(=O)c2sccc2-c2ccccc2)cc1 | 5 | -3 | 14 | -8 | 21 | -6 | 13 | 1.3 | 3

Screening data: PubChem, The Scripps Research Institute Molecular Screening Center
